CHO-K1 Ca antag: M1 antagonist counterscreen hit in parental CHO-K1 cells; ATP-induced calcium, Fluo-8 fluorescence; inhibition, % at 3 µM; actives 0.6% (n = 360,000); AID 602250;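 active means inhibition above a per-plate cutoff, the plate's mean sample inhibition plus 3 SD, cut at about 24% in these data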;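 further: 0% = DMSO plus EC80 ATP and 100% = DMSO alone without ATP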
M4 antag: blocks acetylcholine activation of human M4 receptor. inhibition, % at 3 µM. CHO-hM4 cells, ACh EC80, Fluo-8 calcium fluorescence. AID 624125. P08173. actives 0.73% (n = 360,000);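 active means inhibition above its plate's cutoff, the mean inhibition of sample wells plus 3 SD, cut at about 27% in these data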;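 further: 0% = acetylcholine EC80 with DMSO and 100% = DMSO without agonist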
Target sequence (P08173 whole entry, looked up): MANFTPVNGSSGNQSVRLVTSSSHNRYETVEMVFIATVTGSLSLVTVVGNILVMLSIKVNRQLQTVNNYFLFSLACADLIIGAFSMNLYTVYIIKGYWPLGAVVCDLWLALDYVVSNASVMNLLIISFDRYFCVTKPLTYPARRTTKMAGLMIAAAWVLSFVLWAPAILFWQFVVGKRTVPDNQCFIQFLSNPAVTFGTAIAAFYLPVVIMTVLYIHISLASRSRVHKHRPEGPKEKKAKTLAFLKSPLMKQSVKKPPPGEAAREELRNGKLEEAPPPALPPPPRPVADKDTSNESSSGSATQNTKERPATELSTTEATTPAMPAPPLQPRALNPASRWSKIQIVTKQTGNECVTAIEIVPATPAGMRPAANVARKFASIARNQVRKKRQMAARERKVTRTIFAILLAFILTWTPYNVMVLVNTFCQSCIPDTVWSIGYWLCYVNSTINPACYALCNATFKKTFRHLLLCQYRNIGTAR
M1 ag parental: counter-screen for M1 agonists: effect in parental CHO-K1 cells; Fluo-8 calcium fluorescence; scaled to maximal ATP response, vehicle zero; activation, % at 3 µM; actives 0.48% (n = 360,000); AID 602248; in the data active means activation above about 15%;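 further: untransfected CHO-K1 host cells lacking M1 receptor as counterscreen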
CHRM4 PAM: CHRM4 positive allosteric modulation. P08173. CHO-K1 hM4/Gqi5, Fluo-8 calcium fluorescence, ACh EC20; 0% = ACh EC20, 100% = maximal ACh. activation, % at 3 µM. actives 0.4% (n = 360,000). AID 624126;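 active means activation above its plate's cutoff, the mean activation of sample wells plus 3 SD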; further: some results filed as inactive read as strong as hits
CHRM5 antagonist: antagonists of human muscarinic M5 receptor (CHRM5); AID 624040; CHO-hM5 cells, Fluo-8 calcium fluorescence, ACh EC80; actives 0.59% (n = 360,000); inhibition, % at 3 µM; P08912;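 active means inhibition above a per-plate cutoff, the mean of that plate's test compounds plus 3 SD, cut at about 27% in these data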;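 further: 0% = acetylcholine EC80 with DMSO and 100% = DMSO without agonist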
Target sequence (P08912 whole entry, looked up): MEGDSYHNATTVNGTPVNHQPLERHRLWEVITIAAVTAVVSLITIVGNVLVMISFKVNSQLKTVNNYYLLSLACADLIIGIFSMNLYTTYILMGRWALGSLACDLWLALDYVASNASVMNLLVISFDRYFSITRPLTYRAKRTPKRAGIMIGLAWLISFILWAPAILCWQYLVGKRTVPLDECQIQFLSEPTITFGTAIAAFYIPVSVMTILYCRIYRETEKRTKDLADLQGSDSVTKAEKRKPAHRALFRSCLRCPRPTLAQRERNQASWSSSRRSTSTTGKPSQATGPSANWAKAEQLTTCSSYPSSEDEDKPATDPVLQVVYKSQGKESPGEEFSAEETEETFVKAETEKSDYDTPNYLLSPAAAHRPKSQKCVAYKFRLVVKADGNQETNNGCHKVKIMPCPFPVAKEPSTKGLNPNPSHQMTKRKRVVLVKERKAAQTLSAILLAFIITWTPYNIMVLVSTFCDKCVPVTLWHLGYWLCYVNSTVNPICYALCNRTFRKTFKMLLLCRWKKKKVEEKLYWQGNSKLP
CHRM5 agonist: CHRM5 agonism in calcium assay; activation, % at 3 µM; CHO-K1 hM5 cells, Fluo-8 calcium fluorescence; 0% DMSO wells, 100% maximal acetylcholine response; actives 0.19% (n = 360,000);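 active means activation above the run's mean over test compounds plus 3 SD, cut at about 23% in these data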;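 further: signal is peak over basal fluorescence ratio across the kinetic read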
CHRM4 agonist: CHRM4 agonism in calcium assay; P08173; CHO-K1 hM4/Gqi5, Fluo-8 calcium fluorescence; vehicle 0%, full acetylcholine response 100%; activation, % at 3 µM; actives 0.14% (n = 360,000);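 active means activation above the run mean over all test wells plus 3 SD, cut at about 32% in these data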;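 further: peak over basal fluorescence ratio per well then scaled between controls; 0% = DMSO wells and 100% = acetylcholine at EC100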
M5 PAM: potentiates acetylcholine response at human M5 receptor | actives 0.3% (n = 360,000) | CHO-K1 hM5, Fluo-8 calcium, ACh EC20 PAM; 0% = ACh EC20, 100% = ACh EC100 | P08912 | activation, % at 3 µM;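 active means activation above the run cutoff, the mean activation of all test compounds plus 3 SD, cut at about 18% in these data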
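System: CHO-K1 hM5 cells. Reagent: acetylcholine, EC20 level. Compound dosing: single dose, 3 µM nominal final test concentration. Timing: Post-acetylcholine fluorescence recording 140 s. Detection: Fluo-8 calcium fluorescence. Read-out: % activation, ACh-normalized. Benchmarks: ACh EC20 and EC100 wells. Repeats: singlicate, one well per test compound.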
CHO-K1 Ca PAM: nonselective activator or artifact in parental CHO-K1 calcium assay | activation, % at 3 µM | actives 0.02% (n = 360,000) | ATP EC20, Fluo-8 calcium fluorescence; 0% at ATP EC20, 100% at ATP max | AID 602247;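 active means activation above the run cutoff, the mean activation of all test compounds plus 3 SD, cut at about 40% in these data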;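 further: peak over basal fluorescence ratio in a 140 s read after ATP addition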
An asterisk follows results filed as active.

Fields – CHO-K1 Ca antag, M4 antag, M1 ag parental, CHRM4 PAM, CHRM5 antagonist, CHRM5 agonist, CHRM4 agonist, M5 PAM, CHO-K1 Ca PAM
CN(C(=O)CSc1nnc(N)s1)c1c(N)n(Cc2ccccc2)c(=O)[nH]c1=O
  -1, 8, -0.1, 3, 2, 1, 1, 2, -3
Cc1cccc(NC(=O)CO/N=C/c2ccc3c(c2)OCO3)c1
  1, 3, 3.5, 7, 5, 0, 3, -2, 15
CC(=O)NCCc1cnc[nH]1
  -7, -25, 0.8, 10, -1, 2, 1, 2, 9
O=C(COc1ccc(Cl)cc1Cl)NCc1ccco1
  1, 9, 0.2, 2, -2, -2, -1, 0, -5
Cc1ccccc1OCCNc1cc(N2CCN(CCO)CC2)ccc1[N+](=O)[O-]
  0, 2, 5.0, -8, 2, 2, 9, -3, -9
O=C(O)c1ccccc1C(=O)Nc1ccccc1[N+](=O)[O-]
  -2, 8, 0.5, -10, -11, 3, 0, 8, -8
CN(C)CCN(Cc1ccco1)c1ccccn1
  -8, 1, 0.4, -2, 17, -11, 1, -16, 10
Cc1ccc(-c2cc(C(=O)NCCCN3CCOCC3)c3ccccc3n2)cc1
  -1, -3, 1.3, 3, 6, -4, 3, 4, 8
O=C(CCC(=O)N1CCOc2ccc(Cl)cc21)NCCCN1CCN(c2ccccc2F)CC1
  -2, -2, 5.1, -13, 7, 3, 23, -12, 20
COc1ccc2nc3cc(Cl)ccc3c(Nc3cc(CN4CCCC4)c(O)c(CN4CCCC4)c3)c2n1
  -10, -33, -0.7, 2, -2, 0, 0, 7, 21
CCn1c(COc2ccc(=O)n(-c3ccccc3)n2)nnc1SCc1ccc(OC)cc1
  -14, -5, 0.9, 15, 2, 1, -1, 0, 26
Cc1csc2nc(CNS(=O)(=O)c3ccc4c(c3)OCCO4)cn12
  7, -3, 5.5, -8, 11, 7, 17, -14, 14
O=C(CC1C(=O)NCCN1C(=O)Nc1ccc(Cl)cc1)Nc1ccc(F)cc1 (stereo unspecified)
  -8, 9, 0.6, 3, 10, 4, 1, 0, 4
O=C(NCCc1ccc2c(c1)OCCO2)c1ccccn1
  3, 4, 1.8, -7, 18, 0, 4, -5, -3
O=C(CCNS(=O)(=O)c1cccc2nsnc12)NCc1ccco1
  -10, 0, 0.2, 2, -4, 0, 0, 7, 11
O=C(CCCN1C(=O)CSc2ncccc21)N1CCN(c2cccc(C(F)(F)F)c2)CC1
  12, -2, 2.0, 1, 5, 0, 9, -8, -8
Cc1cc(C)cc(C(=O)NC(CC(N)=O)c2ccc(NC3CCCC3)c([N+](=O)[O-])c2)c1 (stereo unspecified)
  -7, -12, 0.9, 9, -1, 3, 1, 13, 6
COCCNC(=O)c1cc2cc3ccc(OC)cc3nc2o1
  -9, 3, 0.6, 8, 8, 0, 1, -4, 8
CCCCn1nnnc1NCc1cccs1
  -6, 12, 0.3, -2, 7, -1, 1, -7, 13
CSc1cccc(NC(=O)COC(=O)c2ccccn2)c1
  -10, -1, 0.5, 0, 4, -3, 1, -3, 11
O=C(O)C1CC=CCC1C(=O)NCCc1csc(-c2ccccc2)n1 (stereo unspecified)
  13, -15, -0.3, 2, 2, -1, 1, -11, 1
Cc1nc(NC(=O)C(C)(C)C)sc1-c1nc(N)sc1-n1cc(-c2ccccc2)nn1
  -4, -15, 1.5, 6, -5, 2, 2, -8, 0
CCC(C)NC(=O)c1ccc(N2CC3CC(C2)c2cccc(=O)n2C3)c(NC(=O)c2ccc(Br)o2)c1 (stereo unspecified)
  -12, -2, 0.6, -7, 10, -1, -1, 2, 12
Cn1c(C(=O)NCCCN2CCc3ccccc3C2)cc2c(=O)n(C)c3ccccc3c21
  6, -12, 0.5, -1, -6, -2, 5, 4, 2
O=C(Nc1ccc(Cl)cc1)N(Cc1nnc2n1CCCCC2)c1ccccc1
  -10, 3, 0.1, 7, 5, 1, 2, 0, -12
c1ccc(-c2noc(-c3ccccc3-c3ccccc3)n2)cc1
  -18, -11, 0.7, 6, -13, -2, -1, 12, 20
CCn1c(CNC(=O)c2cccs2)nnc1SCC(=O)Nc1ccc(Cl)cc1
  -9, 11, 0.2, 7, 8, 0, -1, -11, 15
CC(=O)NC1=NN(C(C)=O)C(C)(c2ccc(Br)cc2)S1 (stereo unspecified)
  -8, 9, 4.0, 0, 5, 3, 3, 2, 10
COc1cc(CNc2ncnc3c2ncn3[C@H]2CN(Cc3ccc(C(=O)O)cc3)C[C@@H](CO)O2)cc(OC)c1OC
  0, -9, 0.0, 15, 10, 3, 0, -2, -4
Cc1ccc(C(=O)NS(=O)(=O)c2ccccc2)cc1
  -7, -13, -0.4, 3, -1, -3, 1, 7, -1
COc1ccccc1NC(=O)COc1cc(Br)c(CNCCCN2CCOCC2)cc1OC
  -17, 1, 3.1, -16, 2, -1, 7, -2, -4
Cc1[nH]c2ccccc2c1C(O)c1ccncc1 (stereo unspecified)
  3, 0, 0.0, 3, -1, -2, 3, -5, 7
CC(C)(C)NC(=O)CN(C(=O)c1snc(C(=O)NC2CCCCC2)c1N)c1ccccc1F
  -12, -1, 1.9, -2, 4, 1, -1, 3, 12
O=C(COc1cccc2cccnc12)N/N=C1\SCC(=O)N1Cc1ccco1
  3, 9, 0.7, -3, 8, 0, 1, -4, 4
COCCCN1C(=O)c2ccc(C(=O)OCC(=O)N3CCN(c4ccccc4)CC3)cc2C1=O
  2, -10, -0.3, 1, 0, 2, 2, 4, 10
CN1CCN(c2ccc(C(=O)NC3CCCCC3)cc2[N+](=O)[O-])CC1
  -14, -6, 0.1, -1, 5, -9, 2, 2, 10
O=C(CC12CC3CC(CC(Br)(C3)C1)C2)Nc1nncs1
  -7, -1, 0.2, 0, -2, 0, 0, 10, -22
CC(NC(=O)c1ccc(N(C)C)cc1)C(c1cccs1)N1CCN(C)CC1 (stereo unspecified)
  -24, 3, 0.8, -2, -3, -6, 1, -3, 14
COc1cc(C(=O)OC(C)CN2C(C)CCCC2C)cc(OC)c1OC (stereo unspecified)
  -2, -11, 0.8, 3, 4, -1, 1, 8, 2
CC(=O)c1ccc(OC(=O)CCN2c3ccccc3Sc3ccccc32)cc1
  -14, -3, 0.0, 4, 18, -2, 0, -2, 12
O=C(COc1ccc2ccc(=O)oc2c1)Nc1ccc(N2CCCCC2)cc1
  -6, -2, 0.4, -1, 9, 0, 1, 0, 1
CCCCN(C(=O)/C=C/c1ccc(OC)cc1)C1CCS(=O)(=O)C1 (stereo unspecified)
  -8, 0, 1.6, 6, 9, 4, 2, 2, 15
O=C(CCc1ccccc1)c1ccc2c(c1)OCCCO2
  -6, 11, -0.2, -4, 6, -3, -2, -7, 5
Cc1ccc(C(=O)CCC(=O)N2CCN(c3ccc(F)cc3)CC2)cc1
  -7, -10, 3.2, 2, -7, 2, 5, 1, 3
Cc1csc(NC(=O)CSC2=NS(=O)(=O)c3ccccc3N2)n1
  -2, -5, 1.0, 3, 6, 1, -1, -2, -6
Cc1c2ccccc2nc2ccccc12
  -5, -16, 2.5, -3, 6, 2, 1, -1, 16
Cc1ccc(NC(=O)CN2CCN(C(=O)C3CC3)CC2)c(F)c1
  -14, -8, 1.4, 12, 4, 0, 1, 2, 4
CN(C(=O)COC(=O)c1ccc([N+](=O)[O-])cc1N)c1ccccc1
  -21, -14, 0.5, 3, -2, -3, 0, 0, 27
COC(=O)C(NC(=O)CCC(=O)N[C@@H](C(=O)OC)c1ccccc1)c1ccccc1 (stereo partly specified)
  -6, -1, 0.2, 5, -1, -2, 1, 3, -2
COc1ccc(OC)c(NC(=O)Cn2nc(C)c3ccccc3c2=O)c1
  -6, -12, 0.4, -4, 3, -4, 1, -4, 11
COC(=O)C1=CO[C@@H](OC2OC(CO)C(O)C(O)C2O)[C@@H]2C(CO)=CC[C@H]12 (stereo partly specified)
  -9, 2, 0.4, 4, -1, 2, 1, 7, 6
Cc1cc2c(s1)CCCCC(=O)N2
  -13, 2, 0.7, 7, -1, -2, 2, 0, 6
Nc1nnc(SCc2c(F)cccc2Cl)s1
  -7, 8, 1.5, -5, 2, -3, 0, 2, 21
Cc1ccc(C(O)c2ncc(-c3cccc(C(F)(F)F)c3)[nH]2)cc1F (stereo unspecified)
  4, 3, 2.8, 7, 10, 2, 7, -3, 13
Cc1ccc(OCC(=O)Nc2ccc3c(c2)OC(F)(F)O3)c([N+](=O)[O-])n1
  -9, 1, 4.2, -4, 5, -1, 4, 0, 24
CCOC(=O)c1sc(NC(=O)c2ccco2)nc1-c1ccccc1
  0, -2, 0.2, 0, 11, 1, 0, -7, 12
COc1cc(NC(=O)c2ccc(C)cc2)ccc1NC(=O)c1cc2ccccc2o1
  8, -1, -0.2, 2, -1, -2, 1, 1, -9
CCCCn1c(=N)n(CC(=O)C(C)(C)C)c2ccccc21
  9, -8, -0.3, -5, -4, -3, -2, -4, -6
CCOC(=O)C1CCCN(C(=O)c2cc(-c3ccccc3)nc3ccccc23)C1 (stereo unspecified)
  -1, -4, 1.9, 6, 0, 0, 2, 0, 11
Nc1nc(CN2CCc3ccccc3C2)nc(Nc2ccccc2)n1
  0, -2, 0.0, -1, -7, -8, 1, 13, 14

Profiles from above. Screens in order: CHO-K1 Ca antag	M4 antag	M1 ag parental	CHRM4 PAM	CHRM5 antagonist	CHRM5 agonist	CHRM4 agonist	M5 PAM	CHO-K1 Ca PAM
`CCOC(=O)c1sc(NC(=O)c2ccco2)nc1-c1ccccc1` reads 0	-2	0.2	0	11	1	0	-7	12
`CCCCn1nnnc1NCc1cccs1` reads -6	12	0.3	-2	7	-1	1	-7	13
`COC(=O)C(NC(=O)CCC(=O)N[C@@H](C(=O)OC)c1ccccc1)c1ccccc1` (stereo partly specified) reads -6	-1	0.2	5	-1	-2	1	3	-2
`CCOC(=O)C1CCCN(C(=O)c2cc(-c3ccccc3)nc3ccccc23)C1` (stereo unspecified) reads -1	-4	1.9	6	0	0	2	0	11

Additional records:
Fields – CHO-K1 Ca antag, M4 antag, M1 ag parental, CHRM4 PAM, CHRM5 antagonist, CHRM5 agonist, CHRM4 agonist, M5 PAM, CHO-K1 Ca PAM
COc1ccc(Cl)cc1C(=O)NC1=NCCS1
  2, 4, 0.2, -11, 2, 0, 0, -3, -3
COc1ccccc1NC(=O)CCSc1nnc(-c2ccc(O)cc2)o1
  14, 4, 4.5, -1, -2, 2, 2, -5, -7
Nc1cc(=O)[nH]c(=S)n1-c1ccccc1
  32*, -1, 0.4, 0, 8, 1, 1, -10, -7
c1ccc(Oc2ccccn2)cc1
  0, -4, -0.1, 10, 9, 0, -1, 6, 0
CC1(C)CC(=O)C2=C(C1)OC(N)=C(C#N)C2c1cccs1 (stereo unspecified)
  1, 6, 0.0, -8, 1, -1, 0, -6, 0
COCCC(=O)N1CCC(Oc2ccc(C(=O)NC3CCCCC3)cc2)CC1
  -13, 6, 0.3, 0, 16, -1, 0, -3, 15
CCCCc1c(-c2ccc(OC)cc2)ncn1CCc1ccccc1OC
  1, 33*, 9.6, -13, 10, 2, 10, -21, 7
CC(=NOC(=O)c1ccc(F)cc1)c1nccs1
  -4, 5, 0.7, -1, 0, 0, 1, 0, 12
Cc1ccc2c3c1C1(C(=O)N3C(C)(C)CC2C)C(C#N)=C(N)Oc2cc(O)ccc21 (stereo unspecified)
  -2, 3, 0.0, 2, -2, -13, 0, 7, -17
Cc1cccc(N2CC(c3nc4ccccc4[nH]3)CC2=O)c1 (stereo unspecified)
  0, 3, 1.1, 1, 4, -2, 3, -6, 16
O=C(COC(=O)c1ccc(Cl)c(Cl)c1)Nc1cccnc1Cl
  0, -5, 0.5, -1, -2, 0, 1, -4, -2

The order is random; any-hit rate near 2.7%.
